TDP1 cell noCPT: qHTS for Inhibitors of human tyrosyl-DNA phosphodiesterase 1 (TDP1): qHTS in cells in absence of CPT | DT40 Tdp1-/- hTDP1 cells, no CPT, ATP luminescence, 48 h | hit rate 15% among 420,000 | Potency, µM (series often up to 46.2 µM), for the others: top-dose activity change, negative = growth inhibition, most hits filed as inhibitors; active means well fitted inhibition curve with a large enough effect; inconclusive means small, poorly fitted or top-dose-only effect; further: nearly all actives have a fitted effect of over 55% in size
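Chicken DT40 Tdp1-/- cells stably complemented with human TDP1 were seeded at 400 cells/well with DMSO in place of 20 nM camptothecin. After compound pinning, cells grew at least 48 hr at 37 °C; viability read by CellTiter-Glo luminescence.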
* marks the source's active call; other numbers are inactive results; ? = inconclusive; & = joins results of further samples. On the % scale 0 is the no-effect control and ±100 the full control effect; potency means the concentration at half of the fitted maximal effect.

canonical_smiles	TDP1 cell noCPT
O=C(C(=O)N1CCC(c2ccccc2)CC1)c1cccc([N+](=O)[O-])c1	?
CC(C)(C)c1cc(CNC(=O)C2CCC(=O)N(Cc3ccccc3F)C2)[nH]n1 (configuration not stated)	5.9%
Cc1ccc(C2=NOC(C)(c3nnc(-c4ccccc4)o3)C2)cc1 (configuration not stated)	-13.0%
COc1cc(=O)n2c(c1C(=O)N(C)Cc1cscn1)CCN(Cc1c(C)[nH]c3ccccc13)CC2	?
COC(=O)[C@]12CCCCC=C1N(Cc1ccc(Cl)cc1Cl)C(=O)[C@H](CC(=O)N1CCN(C(=O)c3ccco3)CC1)C2	?
O=C(NCc1cccs1)c1csc([C@H]2C[C@H](O)[C@@H](CO)O2)n1	0.6%
S=C(NN=Cc1ccc2c(c1)OCO2)NN=Cc1ccc2c(c1)OCO2	23.1µM*
Cc1cc(C(=O)NCC2CCC3(CCN(Cc4cccc(F)c4F)CC3)O2)n(C)n1 (configuration not stated)	11.6µM*
COc1ccc(OC)c(/C=N/NC(=O)c2cccc3ccccc23)c1	?
COc1cc(/C=C2\C(=O)ON=C2c2ccc(Cl)cc2)ccc1O	23.1µM*
Cc1[nH]c2ccccc2c1C(=O)C(=O)NCc1nnnn1-c1ccc(F)cc1	-24.7%
CC1(CCCN2C(=O)c3ccccc3C2=O)OCCO1	-6.0%
CCOC(=O)C1CCCN(C(=O)c2ccccc2)CC1 (configuration not stated)	9.2%
C(=C\c1ccccc1)/CN1CCN(C(c2ccccc2)c2nnnn2C2CCCCC2)CC1 (configuration not stated)	13µM*
COc1ccc(NC(=O)C2(C)Cc3c(-c4cccc(C(N)=O)c4)ccnc3O2)cc1OC (configuration not stated)	?
CSc1ccc(-c2cc3c(c4c2ccn4C)C2CCC3C2)cc1 (configuration not stated)	?
CC(=O)N1c2cc3ccccc3cc2N(C(C)=O)c2cc3ccccc3cc21	-62.0%
O=C(Nc1ccc(C(=O)N2CCCCC2)cc1)C1CCCC1	-3.7%
COC1OC2COC(c3ccccc3)OC2C(OC(C)=O)C1OC(C)=O (configuration not stated)	4.3%
CCOC(=O)c1c2c(n(Cc3ccccc3)c1C)C(=O)C(=O)c1ccccc1-2	1.16µM*
CCN(CC(=O)NCc1ccc(F)cc1)C(=O)c1cccc(S(=O)(=O)N(C)c2ccc(OC)cc2)c1	?
OC[C@@H]1CN(Cc2cccc(C(F)(F)F)c2)C[C@H](n2cnc3c(NC4CC4)ncnc32)O1	?
Cc1ccc(C(=O)Nc2ccc(NC(=O)c3ccccc3Cl)c(C)c2)cc1	?
COc1ccc(CCn2nnc3ccccc3c2=O)cc1OC	?
CN(CC(=O)Nc1ccc(Cl)cc1)CC(=O)Nc1sc2c(c1C(N)=O)CCC2	14.6µM*

Next entries follow.
canonical_smiles	TDP1 cell noCPT
CN1CCn2cnc(C(=O)Nc3ccc(Cl)cc3)c2C1=O	-24.0%
CSc1nc(N)n2nc(C)cc2n1	5.6%
Cc1cn([C@H]2C[C@H](O)[C@@H](CCC(=O)NCc3ccccc3)O2)c(=O)[nH]c1=O	-106.5%
Cc1ccccc1OCCn1cc(C(=S)N2CCCC2)c2ccccc21	?
Cc1ccc(CN2CC(N3CCN(CC4CC4)CC3)CS2(=O)=O)cc1 (configuration not stated)	0.6%
COc1c(Cl)cc(C(=O)Nc2cccnc2)cc1Cl	-20.0%
CCOC(=O)C1C(=O)C(=O)N(C(C)C)C1C(=O)OCC (configuration not stated)	4.1%
O=c1oc2ccccc2c(O)c1Sc1c(O)c2ccccc2oc1=O	?
COCCNC(=S)N(C)[C@H]1C[C@H]2c3cc(N4CCN(C)CC4)ccc3CCN2C(=O)[C@H]1[C@H](C)O	-17.0%
CN1CCn2cnc(C(=O)NCC(=O)OC(C)(C)C)c2C1=O	3.8%
N#CCCC(C#N)(c1cccnc1)N1CCOCC1 (configuration not stated)	-1.4%
CC1=C(C(=O)N2CCOCC2)CC(CC(=O)NCCN2CCOCC2)C(=O)N1Cc1ccc(F)cc1 (configuration not stated)	?
COc1cc(N)c2ncsc2c1	-2.2%
Cn1cc(CN2CCOc3ccc(C(O)C4CCCCC4)cc3C2)cn1 (configuration not stated)	11.6µM*
COc1ccc([C@H]2CC(=O)C[C@@H](CCn3cc(-c4ccncc4)nn3)O2)cc1	?
O=C(NCc1ccncc1)c1ccc2nc([C@@H]3O[C@H](CO)[C@H](O)[C@H](O)[C@H]3O)[nH]c2c1	6.6%
CCCCN(C=O)c1c(CC)nc2c(OCCOc3ccccc3)cccn12	20.6µM*
CCOC(=O)c1csc(CCNC(=O)c2ccccc2)n1	?
N#Cc1ccc(C(=O)N2CCCCC2c2cc(C(=O)Nc3ccccc3Cl)no2)cc1 (configuration not stated)	?
CCOC(=O)C1(C)CCCN(C(=O)c2ccc3c(c2)CCO3)C1 (configuration not stated)	-10.6%
COc1ccc(C(=O)c2[nH]c(N)c(C(=O)NCCc3c[nH]c4ccccc34)c2-c2ccc(C(F)(F)F)cc2)cc1	20.6µM*
CN(Cc1ccc([N+](=O)[O-])cc1)c1ccccc1	-5.4%
COc1ccc(C2=Nc3ccccc3NC(=O)C2N(CCCn2ccnc2)C(=O)c2cccc(S(C)(=O)=O)c2)cc1 (configuration not stated)	3.7%
CC1=CC(C)(C)NC(=S)N1c1ccc([N+](=O)[O-])cc1	20.6µM*
Cc1c(C(c2cc(O)ccc2Cl)c2c(C)n(C)n(-c3ccccc3)c2=O)c(=O)n(-c2ccccc2)n1C	-6.9%

Structures listed so far containing a tert-butyl group:
canonical_smiles	TDP1 cell noCPT
CC(C)(C)c1cc(CNC(=O)C2CCC(=O)N(Cc3ccccc3F)C2)[nH]n1 (configuration not stated)	5.9%
CN1CCn2cnc(C(=O)NCC(=O)OC(C)(C)C)c2C1=O	3.8%

Single values from above.
Reading of CCOC(=O)c1c2c(n(Cc3ccccc3)c1C)C(=O)C(=O)c1ccccc1-2 in TDP1 cell noCPT: 1.16µM*
Reading of S=C(NN=Cc1ccc2c(c1)OCO2)NN=Cc1ccc2c(c1)OCO2 in TDP1 cell noCPT: 23.1µM*

(continued)
mol,TDP1 cell noCPT
CCc1nc2ccc(C(=O)NCCCn3ccnc3)cn2c1N(CC)Cc1cccc(Br)c1,?
O=C(NC1CCCCC1)c1cccc2c(-c3ccc(F)c(F)c3)coc12,?
COc1ccc(CNS(=O)(=O)CCNCc2ccco2)cc1,-22.1%
C[C@H](O)[C@@H]1C(=O)N2CCc3c([nH]c4ccccc34)[C@@H]2C[C@@H]1N(C)C(=O)Nc1cc(Cl)cc(Cl)c1,?
O=C(C[n+]1ccc(Cl)c2ccc(Cl)cc21)c1ccc(F)cc1,3.55µM*
CCc1ccc2c(c1)NC(=O)C2(C)Cc1ccc(Cl)cc1 (configuration not stated),-2.4%
CCc1ccc(C(C)NC(=O)c2cccs2)cc1 (configuration not stated),-26.1%
CCCNC(=O)C1(C)CCCN(C(=O)COCc2ccccc2)C1 (configuration not stated),15.4%
CNc1cc(-c2c(OC)cccc2OC)ncn1,1.0%
Cc1ccc(NC(=O)c2cccc(S(=O)(=O)Nc3c(C)n(C)n(-c4ccccc4)c3=O)c2)cc1C,-7.9%
CC1(C(=O)NS(=O)(=O)c2cccc(C#N)c2)CCN1C(=O)C/C=C/c1ccccc1 (configuration not stated),-4.6%
CN(CCCn1ccc(N)nc1=O)Cc1ccco1,-19.9%
c1ccc(-c2cc3nc(NCc4cccs4)ccn3n2)cc1,?
CC1(c2ccccc2)NC(=O)N(CC(=O)NCCN2C(=O)S/C(=C\c3cccnc3)C2=O)C1=O (configuration not stated),4.9%
COc1ccc(C=NNC(=S)NC23CC4CC(CC(C4)C2)C3)cc1OC,?
Nc1nnc(C(=O)c2ccccc2N)s1,-6.6%
COCCN1C(=O)COc2ccccc2C1C(=O)NC(C)(C)C (configuration not stated),-0.5%
Clc1ccc2c(NCCNC3CCCCC3)ccnc2c1,14.6µM*
CCCCCCCCN1C(=O)[C@H](CC(=O)N2CCOCC2)C[C@@]2(C(=O)OC)CC(C)(C)CC=C12,18.4µM*
O=C1CCC[C@@H]2Cc3nc4ccccc4cc3[C@@H]3CCN1[C@H]23,-2.1%&1.8%

(next part)
mol,TDP1 cell noCPT
O=C(O)c1ccc(Cn2cnc3c(=O)[nH]cnc32)cc1,0.3%
Cc1c(C(=O)N2CCC(C)(C(=O)NS(=O)(=O)C3CC3)C2)oc2ccccc12 (configuration not stated),0.1%
C=CCNc1nc(NCCNC(C)=O)c2sc(-c3ccccc3)cc2n1,?
CN(C(=O)COC(=O)c1cccs1)c1ccccc1,2.7%
CC1(C(=O)NS(=O)(=O)c2ccc(F)cc2F)CCN1C(=O)c1ccc(C2CCCCC2)cc1 (configuration not stated),-12.9%
COc1ccc(CCNC(=O)Nc2nnc([C@@H]3C[C@H](O)[C@@H](CO)O3)s2)cc1OC,-10.7%
CNc1cc(C(=O)Nc2cccc(OCc3ccccc3)c2)ncn1,?
CN(Cc1ccccc1)C(CNS(=O)(=O)c1ccccc1)c1ccccc1 (configuration not stated),?
Cc1ccc(NC(=O)COC(=O)c2ccccc2OCC(=O)Nc2ccc(Br)cc2)c(Br)c1,-20.9%
CSc1cccc(NC(=O)C2CC(=O)N(c3ccc4c(c3)OCCO4)C2)c1 (configuration not stated),-29.2%
CN(c1ccccc1)c1ncnc2c1ncn2C,-7.6%
COC(=O)[C@]12CCCCC=C1N(CCC1=CCCCC1)C(=O)[C@H](CC(=O)NCc1cccs1)C2,16.4µM*
O=C1/C(=C\c2ccc(Cl)cc2)CCC1CNc1ccc(Cl)cc1 (configuration not stated),2.59µM*
COc1cc(C(O)c2nc(-c3cc4ccccc4o3)cs2)ccc1F (configuration not stated),23.1µM*
O=C(Nc1ccc2oc(-c3cccnc3)nc2c1)c1ccc(-c2ccc(Cl)cc2)o1,-25.4%
COc1ccc(-c2cc(NC=O)c3ncc(-c4ccc(OC)c(OC)c4)n3c2)cc1,1.03µM*
CC(=O)Nc1cc(-c2ccc(CO)cc2)cn2c(-c3ccc(F)cc3)cnc12,16.4µM*
CCCNC(=O)c1cc(C2CCCN(C(=O)C3CCCCC3)C2)on1 (configuration not stated),-12.3%
Cc1cc(C)c(C(=O)CC(=O)c2cccnc2)c(C)c1,?
O=C(Nc1ccccc1F)c1nc[nH]c1C(=O)NCc1ccccc1,?

The closing 4 compounds of the part above are carried over, then new ones follow.
mol,TDP1 cell noCPT
CC(=O)Nc1cc(-c2ccc(CO)cc2)cn2c(-c3ccc(F)cc3)cnc12,16.4µM*
CCCNC(=O)c1cc(C2CCCN(C(=O)C3CCCCC3)C2)on1 (configuration not stated),-12.3%
Cc1cc(C)c(C(=O)CC(=O)c2cccnc2)c(C)c1,?
O=C(Nc1ccccc1F)c1nc[nH]c1C(=O)NCc1ccccc1,?
NC(c1ccccc1)c1csc(Nc2ccc(C(=O)NCCO)cc2)n1 (configuration not stated),?
COc1ccc(NC(=O)c2cc(-c3cc(C)cs3)[nH]n2)cc1OC,-16.7%
CCCCn1nnnc1C(c1ccccc1)N1CCN(c2ccc(C(F)(F)F)cn2)CC1 (configuration not stated),18.4µM*
O=C(NC[C@@H]1CCCN2CCCC[C@H]12)c1cnn(-c2nccc(-c3ccco3)n2)c1C1CC1,-3.6%
Cn1c(N)c(C(=O)CNC2CCCCC2)c(=O)n(C)c1=O,-6.6%
COc1cccc(C(CCc2cc(OC)c(OC)c(OC)c2)NC(C)=O)c1 (configuration not stated),-9.2%
CCOC(=O)[C@]12CCC=C1N(Cc1ccc(Cl)cc1Cl)C(=O)[C@H](CC(=O)NCc1ccc(C)o1)C2,18.4µM*
C=CCOC(=O)C1=C[C@@H](c2ccc(C(F)(F)F)cc2)C[C@@H](OCc2ccc(CO)cc2)O1,?
CC(NC(=O)C1CCN(S(=O)(=O)c2ccc(F)cc2)CC1)c1ccccc1 (configuration not stated),-12.2%
CC(=O)Nc1ccc(OCCCN2CCC(C(O)(c3ccccc3)c3ccccc3)CC2)cc1,?
O=[N+]([O-])c1ccccc1N(S(=O)(=O)c1ccccc1)S(=O)(=O)c1ccccc1,?
O=C(CC1c2cc(F)ccc2C=C(c2ccsc2)N1c1ccc(C#CCCO)cc1)c1ccco1 (configuration not stated),20.6µM*
CC(C)NC(=O)C1(C)CN(S(C)(=O)=O)CC(=O)N1C1CCN(Cc2ccccc2)CC1 (configuration not stated),5.1%
CC(Sc1nc2ncc(Cl)cc2[nH]1)C(=O)Nc1ccccc1[N+](=O)[O-] (configuration not stated),?
Nc1[nH]c(=S)nc2nnsc12,11.2µM*
COc1cc(-c2cnc3c(NC=O)cc(-c4ccc(S(C)(=O)=O)cc4)cn23)cc(OC)c1OC,18.4µM*
Cc1ccc(OC(=O)c2ccccc2)cc1C,5.2%
COC(=O)c1ccccc1S(=O)(=O)N1CCC(C(=O)NCc2ccccn2)CC1,4.9%
OC[C@@H]1CN(Cc2ccc(-c3ccccc3)cc2)C[C@H](n2cnc3c(NCc4ccco4)ncnc32)O1,9.2µM*
C#CCNC(=O)C1=C[C@@H](c2ccc(C#C)cc2)C[C@@H](OCc2ccc(CO)cc2)O1,-18.0%
Cc1ccc(CNc2ncnc3sc(C(=O)N4CCC(N5CCCC(O)C5)CC4)c(C)c23)o1 (configuration not stated),2.5%
COC1=CC(=O)OC(c2cccc([N+](=O)[O-])c2)C1 (configuration not stated),-19.9%
COc1ccc(CNC(=O)c2ccc3nc(C)c(N(C)Cc4ccc(NC(C)=O)cc4)n3c2)cc1,16.4µM*

An excerpt from above in order of molar mass, rising:
mol,TDP1 cell noCPT
Nc1[nH]c(=S)nc2nnsc12,11.2µM*
CC(Sc1nc2ncc(Cl)cc2[nH]1)C(=O)Nc1ccccc1[N+](=O)[O-] (configuration not stated),?
COc1cc(-c2cnc3c(NC=O)cc(-c4ccc(S(C)(=O)=O)cc4)cn23)cc(OC)c1OC,18.4µM*

An excerpt, so the mix of outcomes need not match the whole.
